Screening data deposited in PubChem by several laboratories.
E coli growth: counter-screen for AddAB inhibitors: E. coli growth inhibition. E. coli V3065 growth, OD600 absorbance, 18 h. inhibition, % at 11.9 µM. 330,000 tested, 0.27% active. AID 449728;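 active = inhibition above the campaign's mean inhibition across all tested compounds plus 3 SD, cut at about 9.9% in these data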;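 note: uninfected addAB+ strain grown without phage in ampicillin broth; 0% = DMSO wells and 100% = ciprofloxacin 0.95 µg/ml wells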
PvdQ inh: blocks Pseudomonas aeruginosa PvdQ acylase activity. inhibition, % at 10 µM. 340,000 tested, 0.063% active. AID 488965. purified PvdQ acylase, fluorescence plate reader; in the data active = inhibition above about 30%, passing the limit was not always enough;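 note: 0% = vehicle neutral wells and 100% = reference inhibitor wells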
PfHsp90 set2: inhibits growth of yeast expressing Plasmodium falciparum Hsp90. S. cerevisiae expressing PfHsp90, BacTiter-Glo ATP, 48 h; yeast lacking PDR1 and PDR3 efflux regulators. inhibition, % at 9.4 µM. 310,000 tested, 0.32% active. AID 504621;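 active = every replicate shows inhibition above about 80%, whatever the replicate mean, limit read from the data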;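 note: 0% = DMSO neutral controls and 100% = 20 µM radicicol positive controls; yeast relying on Plasmodium falciparum Hsp90 in place of its own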
Wnt bcat act: Wnt/beta-catenin pathway activation; Wnt/beta-catenin reporter cell assay, activator, plate reader; activation, % at 9.35 µM; 300,000 tested, 1.2% active; AID 743398; in the data active = activation above about 30%, passing the limit was not always enough;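 note: 0% = neutral control wells and 100% = positive control wells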
AddAB inh: less growth of phage-infected E. coli with AddAB; AID 435030; E. coli expressing H. pylori AddAB, absorbance growth; 330,000 tested, 0.29% active; inhibition, % at 11.9 µM; in the data active = inhibition above about 12%;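 note: 0% = vehicle wells of infected cells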
CAL PDZ FP: inhibitors of human CAL PDZ peptide binding | Q9HD26 | purified CAL PDZ, TMR-peptide fluorescence polarization, 1 h | inhibition, % at 20 µM | 330,000 tested, 0.02% active;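 active = highest replicate inhibition of at least 40%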;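 note: plate controls were DMSO neutral control wells for no effect and unlabeled competitor peptide control wells for full effect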
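Control set: unlabelled peptide and DMSO controls / Material: purified CerCALP PDZ construct / Timing: 1 h incubation at room temperature before polarization reading / Doses: 20 µM, one dose / Detection: fluorescence polarization (mP)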
Tat export inh: inhibitors of E. coli Tat protein transport | E. coli MC4100 TorA-mCherry Tat export, fluorescence | 340,000 tested, 0.036% active | inhibition, % at 10 µM;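 active = mean replicate inhibition at least 50% and at least half of replicates individually reaching 50%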;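 note: exported cargo escapes ClpAP degradation while cytoplasmic cargo is degraded and loses fluorescence; 0% = median of neutral control wells and 100% = median of NaSCN control wells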
DAGLB inhibitor: blocks human DAGLB lipase activity. Q8NCG7. HEK293T DAGLB membrane lysate, EnzChek fluorogenic substrate. inhibition, % at 5.17 µM. 340,000 tested, 0.059% active; in the data active = inhibition above about 34%;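 note: 0% = enzyme with vehicle and 100% = wells lacking enzyme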
Target sequence (Q8NCG7 whole entry, looked up): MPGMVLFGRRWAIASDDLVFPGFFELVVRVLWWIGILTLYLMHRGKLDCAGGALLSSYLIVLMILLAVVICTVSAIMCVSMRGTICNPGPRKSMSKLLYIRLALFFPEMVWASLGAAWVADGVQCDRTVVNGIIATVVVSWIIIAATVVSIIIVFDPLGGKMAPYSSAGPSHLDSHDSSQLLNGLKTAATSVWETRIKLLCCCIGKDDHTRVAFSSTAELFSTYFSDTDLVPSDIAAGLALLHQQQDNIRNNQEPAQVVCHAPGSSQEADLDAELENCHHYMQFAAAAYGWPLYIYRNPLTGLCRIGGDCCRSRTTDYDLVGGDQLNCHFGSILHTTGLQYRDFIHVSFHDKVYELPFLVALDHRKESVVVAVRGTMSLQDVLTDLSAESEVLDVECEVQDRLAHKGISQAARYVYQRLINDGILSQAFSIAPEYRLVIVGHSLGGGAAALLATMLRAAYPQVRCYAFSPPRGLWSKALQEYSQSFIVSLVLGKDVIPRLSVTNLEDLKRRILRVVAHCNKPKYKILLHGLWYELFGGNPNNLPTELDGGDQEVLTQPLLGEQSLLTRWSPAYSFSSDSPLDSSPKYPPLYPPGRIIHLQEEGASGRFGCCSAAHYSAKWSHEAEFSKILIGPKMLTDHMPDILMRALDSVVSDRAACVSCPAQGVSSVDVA
Rtt109 Vps75: inhibitors of Candida albicans Rtt109/Vps75 histone acetyltransferase; Q5AAJ8; purified Rtt109/Vps75, ThioGlo CoA-SH fluorescence, 4 h; inhibition, % at 34.9 µM; 330,000 tested, 0.16% active; AID 540336;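 active = inhibition of at least 50% in every replicate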
Target sequence (Q5AAJ8 whole entry, looked up): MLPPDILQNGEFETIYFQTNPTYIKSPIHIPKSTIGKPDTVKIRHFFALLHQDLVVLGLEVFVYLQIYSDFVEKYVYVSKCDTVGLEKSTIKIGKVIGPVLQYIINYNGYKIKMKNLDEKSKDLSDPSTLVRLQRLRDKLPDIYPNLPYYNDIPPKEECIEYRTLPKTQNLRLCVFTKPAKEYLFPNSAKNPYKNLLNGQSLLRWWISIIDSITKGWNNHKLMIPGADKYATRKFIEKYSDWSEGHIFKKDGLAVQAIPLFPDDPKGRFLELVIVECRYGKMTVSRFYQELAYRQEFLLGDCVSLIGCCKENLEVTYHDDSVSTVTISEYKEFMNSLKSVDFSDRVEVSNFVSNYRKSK
phage Ecoli inh: E. coli growth loss with phage present; growth absorbance; inhibition, % at 11.9 µM; 360,000 tested, 0.26% active; AID 651602; in the data active = inhibition above about 11%
An asterisk follows results filed as active; . = no result given.

SMILES | E coli growth | PvdQ inh | PfHsp90 set2 | Wnt bcat act | AddAB inh | CAL PDZ FP | Tat export inh | DAGLB inhibitor | Rtt109 Vps75 | phage Ecoli inh
N#CCCN(CCC#N)C(=O)COc1ccc(Cl)cc1Cl | 1.1 | -18 | . | . | 3.4 | -0.2 | 4 | 1 | -7 | 0.5
Cc1occc1C(=O)Nc1c(F)cc(F)cc1Br | 2.3 | -6 | . | 0 | 0.8 | 0.5 | 4 | 1 | 12 | 3.1
CCN(CCS(=O)(=O)c1ccc(Cl)cc1)Cc1nc2ccccc2c(=O)[nH]1 | 2.2 | -14 | -15 | -10 | 3.8 | -0.7 | -2 | 2 | -9 | 2.2
O=C(CSc1ncccn1)NCc1cccs1 | 1.4 | 3 | -12 | 1 | -0.2 | 13 | 0 | -2 | 0 | 1.9
O=C(NC12CC3CC(CC(C3)C1)C2)c1ccccc1 | -0.2 | 9 | 7 | -12 | -1.8 | 0.0 | 5 | -5 | 4 | 3.6
CCOc1ccc(N2CC(=O)SC2=S)cc1 | -0.5 | -3 | -36 | 0 | 1.2 | -0.9 | -7 | -4 | 3 | 0.5
COc1ccc2nc(SCC(=O)Nc3ccc(S(=O)(=O)N4CCCC4)cc3)c(C#N)cc2c1 | -4.4 | -9 | . | . | 0.2 | -1.0 | -4 | 0 | 1 | 3.0
O=c1oc2ccccc2c(NCCc2ccccc2)c1[N+](=O)[O-] | 0.9 | -8 | 20 | . | 1.7 | -0.6 | 0 | 1 | 1 | -0.2
O=C(c1ccc(Cn2cc([N+](=O)[O-])cn2)o1)N1CCCCCC1 | 0.9 | -7 | 0 | 1 | -0.6 | -2.3 | 0 | 2 | -3 | 1.3
N/C(=N\OC(=O)c1cc(Cl)ccc1Cl)c1ccccn1 | 0.0 | -4 | -63 | 26 | -0.4 | -3.0 | -5 | -7 | -4 | 3.1
O=C(/C=C/c1cccc(Cl)c1)NCCN1CCOCC1 | 0.8 | 7 | 9 | 3 | -0.3 | -0.6 | 7 | 0 | 11 | -0.2
CC(=O)Nc1ccc(S(=O)(=O)N2c3ccccc3NC(=O)CC2C)c(Cl)c1 (stereo not given) | -0.5 | -4 | 0 | -8 | 0.9 | -0.1 | -6 | . | -9 | 2.2
C=CCN(C(=O)c1oc2c(Cl)cc(C)cc2c1C)C1CCS(=O)(=O)C1 (stereo not given) | -20 | -3 | 6 | 29 | 2.9 | -1.7 | 2 | -1 | 6 | 2.1
CCOc1ccc(S(=O)(=O)N2CCOCC2)cc1[N+](=O)[O-] | 1.3 | -13 | 6 | -1 | -1.6 | -1.1 | -4 | -2 | -2 | 1.0
c1ccc2n[nH]nc2c1 | . | -16 | 5 | -3 | . | 0.7 | 5 | 2 | -11 | -0.1
O=C(NNC(=O)c1ccc(-c2ccccc2)cc1)Nc1ccccc1 | 1.3 | 7 | -3 | 0 | 0.9 | 0.1 | -8 | -2 | 5 | 2.1
COc1cc(C(=O)Nc2ccc(S(=O)(=O)NC(C)(C)C)cc2)cc(OC)c1OC | 0.4 | -19 | 16 | -3 | 1.7 | -2.3 | 3 | -3 | 16 | -1.1
CCOC(=O)c1ccc(NC(=O)Cn2nnc(-c3ccc(C)cc3)n2)cc1 | 2.3 | 1 | -18 | . | 1.7 | -2.0 | 3 | -4 | 9 | 2.1
Cc1cccc(NC(=O)c2c([N+](=O)[O-])cnn2C)c1 | 0.5 | -3 | 30 | 0 | -0.1 | -1.5 | -5 | 0 | -1 | 2.2
COc1ccc2cc1Oc1ccc(cc1)C[C@H]1c3c(cc(OC)c4c3Oc3c(ccc5c3[C@H](C2)N(C)CC5)O4)CCN1C | -0.1 | -14 | 14 | . | 0.6 | -1.6 | -6 | -2 | -1 | .
COC(=O)C1=C(O)/C(=C\c2cc(C)n(-c3ccccc3C)c2C)N=C1C | -3.0 | 6 | 20 | 20 | -1.0 | -2.0 | 2 | -1 | -1 | 0.6
CC(C)C(NS(=O)(=O)c1ccc2c(c1)oc(=O)n2C)C(=O)N1CCN(Cc2ccccc2)CC1 (stereo not given) | -2.8 | -7 | -28 | 0 | 3.3 | 0.7 | -2 | -2 | -3 | -0.9
O=C(c1ccc2c(c1)OCO2)N1CCN(c2cccc(C(F)(F)F)c2)CC1 | -2.3 | 11 | 4 | 0 | 3.8 | -2.3 | -3 | -14 | . | 1.8
CC1(C)CC(N2CCC(=O)NC2=S)CC(C)(C)N1 | -1.7 | 8 | 12 | 4 | -2.2 | 1.6 | -1 | 2 | 6 | 2.4
CC(=O)Nc1ccc(S(=O)(=O)Nc2nnc(C(C)(C)C)s2)cc1 | -1.8 | -2 | 3 | . | 3.7 | 0.6 | 4 | -1 | 16 | 0.5
COc1ccc(S(=O)(=O)Nc2ccccc2C(=O)N2CCCC2)cc1OC | 0.4 | 13 | 6 | 2 | -0.9 | -1.9 | 1 | -1 | 10 | 3.2
COc1cc(Cl)c(S(=O)(=O)N2CCOCC2)cc1Cl | -2.0 | -8 | . | -2 | 1.9 | . | -7 | 4 | -5 | 3.4
FC(F)(F)c1ccccc1CN1CCC(Cc2ccccc2)CC1 | 2.2 | -7 | 7 | -1 | 5.3 | 0.0 | -1 | -9 | -4 | 4.6
O=c1c2ccccc2nc(CSc2ncnc3nc[nH]c23)n1-c1cccc(C(F)(F)F)c1 | -2.9 | -21 | -18 | -2 | -1.3 | 0.0 | -10 | -2 | -8 | 3.9
CCC(C)N1CCN(C(=O)C2CCN(S(=O)(=O)c3c(C)noc3/C=C/c3ccco3)CC2)CC1 (stereo not given) | -2.5 | 12 | -3 | -3 | -0.9 | -1.1 | 3 | -5 | 12 | 2.0

Whole records as entered above. Screens in order: E coli growth, PvdQ inh, PfHsp90 set2, Wnt bcat act, AddAB inh, CAL PDZ FP, Tat export inh, DAGLB inhibitor, Rtt109 Vps75, phage Ecoli inh
Listed for O=C(/C=C/c1cccc(Cl)c1)NCCN1CCOCC1 → 0.8, 7, 9, 3, -0.3, -0.6, 7, 0, 11, -0.2
Listed for CC(=O)Nc1ccc(S(=O)(=O)Nc2nnc(C(C)(C)C)s2)cc1 → -1.8, -2, 3, ., 3.7, 0.6, 4, -1, 16, 0.5
Listed for CCC(C)N1CCN(C(=O)C2CCN(S(=O)(=O)c3c(C)noc3/C=C/c3ccco3)CC2)CC1 (stereo not given) → -2.5, 12, -3, -3, -0.9, -1.1, 3, -5, 12, 2.0
Listed for O=c1c2ccccc2nc(CSc2ncnc3nc[nH]c23)n1-c1cccc(C(F)(F)F)c1 → -2.9, -21, -18, -2, -1.3, 0.0, -10, -2, -8, 3.9
Listed for O=C(NC12CC3CC(CC(C3)C1)C2)c1ccccc1 → -0.2, 9, 7, -12, -1.8, 0.0, 5, -5, 4, 3.6

Following part.
SMILES | E coli growth | PvdQ inh | PfHsp90 set2 | Wnt bcat act | AddAB inh | CAL PDZ FP | Tat export inh | DAGLB inhibitor | Rtt109 Vps75 | phage Ecoli inh
COc1cccc(CNC(=O)CCC2CCCN(C(=O)c3ccoc3)C2)c1 (stereo not given) | 5.2 | 0 | . | 1 | 1.1 | 0.0 | 7 | 1 | 5 | -3.8
COCc1cc(C)nc2sc(C(=O)N3CCCCC3)c(N)c12 | 0.8 | -17 | 9 | . | -1.5 | -2.7 | 18 | -1 | 7 | 3.4
COc1ccc(OC)c(S(=O)(=O)N2CCCC(C(=O)NCc3ccncc3)C2)c1 (stereo not given) | -2.1 | -15 | 19 | 1 | 3.1 | -2.1 | 9 | -2 | 6 | 1.4
CCOC(=O)C1(CC2CCCCO2)CCN(Cc2cn[nH]c2-c2cccc(F)c2)CC1 (stereo not given) | -1.8 | 1 | 7 | -1 | -1.4 | -2.8 | -3 | -3 | 20 | 0.5
CCOc1ccccc1NC(=S)NC(=O)C1CC1 | 2.0 | -6 | -11 | -5 | 1.2 | -4.1 | -6 | -2 | 3 | 1.5
COc1ccc(C(=O)Nc2ccccc2C(=O)NCC2CCCO2)cc1 (stereo not given) | 1.9 | 0 | -5 | -1 | 7.7 | -1.0 | 2 | -2 | 3 | 1.0
Cc1ccc(S(=O)(=O)N2CCCN(C(=O)CNC(=O)c3cccc(C)c3)CC2)cc1 | 5.2 | -11 | 3 | -2 | 4.3 | -0.2 | 4 | 0 | 9 | 2.0
O=C(CCCSc1nc2ccccc2[nH]1)NCc1ccccc1F | 2.3 | -18 | -7 | 1 | 1.9 | -0.7 | -8 | -2 | 7 | 2.2
Cc1cc(C)c2nc(-c3ccccn3)cc(C(=O)N3CCCC3)c2c1 | 2.6 | 15 | -15 | 0 | 0.9 | -1.2 | 1 | 1 | 10 | 0.5
O=C(Nc1ncnc2sc3c(c12)CCCCC3)c1ccccc1 | 1.6 | 4 | . | -1 | 5.0 | -1.5 | -3 | -5 | 6 | -0.3
CCn1c(SCC(=O)Nc2ccc(F)cc2)nnc1C1CC1 | 1.1 | 4 | 10 | 1 | 4.4 | -1.1 | 0 | -1 | 15 | 1.8
Cc1cc(-c2ccc(C)c(S(=O)(=O)NCCN3CCC(C)CC3)c2)on1 | 1.8 | -9 | -10 | -1 | -0.5 | -4.3 | 2 | 3 | -4 | 3.1
COc1ccc(-n2nc(C(=O)NCC(=O)N3CCN(c4ccccn4)CC3)c3ccccc3c2=O)cc1OC | 0.8 | 10 | 3 | 2 | 0.1 | -0.4 | 0 | -1 | -10 | -1.3
COc1ccc2cc(CCOC3CCCCO3)ncc2c1 (stereo not given) | 1.1 | -2 | -16 | 11 | 1.4 | 1.0 | -3 | -6 | -5 | 0.9
Cn1c(-c2ccco2)nc2cc3ccccc3cc21 | -2.0 | -4 | 5 | 6 | -0.3 | -2.2 | -1 | -1 | -45 | 2.6
COc1ccccc1Nc1nnc(SCC(=O)N2CC(=O)Nc3ccccc32)s1 | -1.7 | -1 | 7 | . | 1.8 | -0.4 | -7 | -1 | 2 | 3.6
Cc1ccc2[nH]c3c(c2c1)CN(C(=O)CN1CCN(c2cccc(C)c2C)CC1)CC3 | -1.5 | 1 | 24 | . | 0.6 | 0.7 | 10 | 0 | -15 | -1.6
COc1ccc(NC(=O)CSc2ncn[nH]2)c([N+](=O)[O-])c1 | -0.3 | -18 | -2 | 3 | 2.7 | -1.5 | -1 | 1 | -2 | -0.2
Cc1cc(C)n2nc(-c3ccccc3)cc2n1 | -0.2 | 11 | 5 | 12 | 1.4 | 0.5 | -2 | -7 | 4 | 5.2
C#CCSc1nnc(-c2c[nH]c3ccccc23)n1C | -2.2 | 0 | 19 | -2 | -2.2 | -0.5 | 2 | 2 | 1 | 1.7
O=[N+]([O-])c1cccc(S(=O)(=O)c2ccc(N3CCCCC3)c([N+](=O)[O-])c2)c1 | 1.6 | 0 | -9 | 1 | 0.9 | -0.8 | -2 | 9 | -1 | 2.3
